Screening data (PubChem)
Growth percent in the NCI-60 one-dose screen (48 h, 10 µM unless noted): 100 = growth as untreated, 0 = no growth, -100 = all killed.
HT29: HT29 colon cancer | AID 1794748 | 7.4% of 81,000 active
NCI-H522: NCI-H522 lung cancer; AID 1794739; 8% of 78,000 active
NCI-H23: NCI-H23 lung cancer; 4% of 80,000 active; AID 1794731
NCI-H226: NCI-H226 lung cancer. 3.5% of 79,000 active
NCI-H322M: NCI-H322M lung cancer. 2.7% of 80,000 active
COLO 205: COLO 205 colon cancer. 7.3% of 79,000 active
HCT-15: HCT-15 colon cancer | 5.2% of 82,000 active | AID 1794746
NCI-H460: NCI-H460 lung cancer; 6.8% of 82,000 active
SW-620: SW-620 colon cancer | 5.2% of 82,000 active
The depositor's hits bear a star; . = no result given; [ ] = remark or other dose. Rule for the calls: active = growth percent below 10; inactive = the rest.

SMILES	HT29	NCI-H522	NCI-H23	NCI-H226	NCI-H322M	COLO 205	HCT-15	NCI-H460	SW-620
CN(C)CCCn1c(=O)n(Cc2ccc(F)cc2)c(=O)n(Cc2ccc(F)cc2)c1=O	96	96	95	103	94	93	107	106	104
O=C(Nc1ccc(F)cc1)c1c(NC(=O)C(F)(F)F)sc2c1CCCCC2	5.9*	2.4*	-5.6*	-6.8*	11	-19*	12	2.2*	12
CCCCn1c(O)c(N=NC2=NC3C(N2)N(CC)C(=O)N3CC)c2ccccc21 (stereo unspecified)	116	104	102	108	100	116	106	117	119
O=S(=O)(Nc1cccnc1)c1cccnc1	98	96	100	.	96	104	101	114	107
O=c1c2ccccc2sc2c(N3CCCC3)nc3ccccc3c12	92	100	89	81	110	116	94	97	95
Cn1c(=O)c2[nH]c(CCC3CCCC3)nc2n(C)c1=O	.	105	97	107	121	107	104	118	113
CCCCCCCCCCCCCCCCN=C1NOCC1N (stereo unspecified)	102	90	101	84	115	116	107	102	97
C[C@H]1[C@H](C)CC[C@]2(C(=O)NCC(=O)OCC#CCN3CCN(C)CC3)CC[C@]3(C)C(=CC[C@@H]4[C@@]5(C)CCC(=O)C(C)(C)[C@@H]5CC[C@]43C)[C@H]12	87	83	102	94	97	.	98	108	101
COc1cccc2nc3n(c12)C(c1c(F)cccc1Cl)SC3 (stereo unspecified)	85	83	105	94	95	104	76	88	104
COc1cc2c(cc1OCCCN1CCN(C(=S)SCCC(C#N)(c3ccccc3)c3ccccc3)CC1)N=C[C@@H]1CCCN1C2=O	-89*	-48*	-47*	-56*	-62*	-69*	-90*	-80*	-100*
C=CC(O)CN(C)C (stereo unspecified)	108	.	103	96	106	117	104	103	105
CCCCCc1ccc(S(=O)(=O)N(C(C)=O)c2cccc(-c3csc(N(CCN4CCN(C)CC4)C(C)=O)n3)c2)cc1	-41*	70	49	85	61	-61*	-14*	-21*	-27*
CC(=O)c1c(C)c2ccc(Nc3nccc(-c4cccnc4)n3)cc2oc1=O	94	90	104	96	108	104	97	102	107
CC1(C)CC(=O)C2=C(C1)N(c1sc3c(c1C#N)CCCC3)c1nc(N)c(C#N)c(N)c1C2c1cccc(Br)c1 (stereo unspecified)	94	91	99	98	101	102	98	101	100
CC1(C)CC(=O)C(N=Nc2c(C(=O)O)ccc3c2C(=O)c2ccccc2C3=O)=C(O)C1	109	89	96	96	.	110	105	109	102
CN(C)c1ccc(N=C2C=CC(=O)c3ccccc32)cc1	61	48	35	92	15	12	54	15	93
COC(=O)c1c(C(=O)OC)c2n(CC(=O)Nc3cccc4cccnc34)c3ccccc3n2c1C(=O)c1ccc(-c2ccccc2)cc1	106	99	95	84	98	117	100	101	99
O=C(O)COc1cccc(C(=O)/C=C/c2ccc(Cl)cc2)c1	113	101	.	105	92	109	103	105	102
CCOC(=O)C1=NN(c2ccccc2)C(=O)C1N=Nc1ccc(NS(=O)(=O)c2nccs2)cc1 (stereo unspecified)	113	86	.	98	.	114	102	106	101
CC(C)(C)OC(=O)c1ccc(NCc2cc(O)ccc2O)cc1	74	-78*	60	9.4*	84	11	-30*	53	19
CCOC(=O)C1=C(N)N(c2ccccc2)C2=C(C(=O)CC(C)(C)C2)C1c1ccc(OC)cc1 (stereo unspecified)	102	83	.	88	98	97	91	103	97
O=C(O)c1ccc(Br)o1	103	93	96	130	105	114	98	107	98
COCCCn1nnc2ccccc2c1=O	98	87	98	108	107	116	100	107	103
CC(=O)/C(=C/N1CCNC1=S)C(=O)Nc1ccccc1C	115	104	96	99	115	101	107	107	101
CN(C)CCCN(c1ccccc1)c1ccccc1	101	96	100	98	.	106	102	105	103
O=C(C[n+]1ccncc1)c1ccc2ccccc2c1	61	58	95	91	100	53	78	96	56
CC(C)n1cc(C(C)(C)C)nc1SSc1nc(C(C)(C)C)cn1C(C)C	.	93	97	111	134	112	101	114	111
COC(=O)C(C(C[N+](=O)[O-])c1ccccc1)=P(c1ccccc1)(c1ccccc1)c1ccccc1 (stereo unspecified)	68	83	92	97	94	106	89	101	70
NS(=O)(=O)c1cc2c(cc1Cl)NC(CSCc1ccccc1)=NS2(=O)=O	102	102	92	88	96	107	109	105	106
COc1cc2ncnc(Nc3ccc(Oc4ccnc(C)c4)c(C)c3)c2cc1NC(=O)CC1CCSS1 (stereo unspecified)	-81*	-58*	-50*	26	-50*	-81*	-72*	-53*	-34*
C=CCN1CCN(/C(=N/c2sc(-c3ccccc3)nc2-c2ccccc2)c2ccccc2)CC1	88	87	.	72	97	98	80	96	90
CCN(CC)c1nc(SCC(=O)Nc2nc3ccc(C)cc3s2)nc(-c2ccccc2)c1C#N	80	83	103	86	89	102	84	99	98
COc1ccc(Cl)cc1NC(=O)c1cc2c(n1C)-c1nc(N)sc1CCC2	70	42	78	93	86	77	76	89	88
NS(=O)(=O)c1ccc(Nc2nc(N/N=C/c3ccc4c(c3)OCO4)nc(Nc3ccccc3)n2)cc1	40	61	25	65	61	50	83	2.8*	50
N/C(=N\c1nc2ccccc2s1)NC(=O)N(Cc1ccccc1)Cc1ccccc1	76	56	58	79	101	93	68	93	87
O=C1C=C(NCCCCCCN2C(=O)c3cccc4cccc(c34)C2=O)C(=O)c2cc3ccccc3cc21	109	90	111	108	98	112	109	105	109
COc1cc(-c2nc(-c3ccccc3)[nH]c2-c2ccnc(NCCCNS(=O)(=O)c3ccccc3)n2)ccc1F	41	62	83	60	79	74	46	62	74
CC(C)CCC[C@@H](C)[C@H]1CC[C@H]2[C@@H]3CC=C4c5sc(Nc6ccccn6)nc5CC[C@]4(C)[C@H]3CC[C@]12C	111	106	98	99	103	119	106	109	107
C=CCSc1nnc(-c2ccc(-c3ccc(Cl)cc3)nc2C)o1	95	92	101	97	102	102	93	100	95
COc1ccc(C(=O)N2CCN(C(=O)c3cc(OC)c(OC)c(OC)c3)CC2)cc1OCCCCOc1cc2c(cc1OC)C(=O)N1CCC[C@H]1C=N2	46	102	82	105	141	107	118	121	110
S=c1[nH]c(Cl)c(Cl)cc1Cl	99	123	96	102	97	112	101	113	101
COc1ccc2c(c1OC)C(=O)OC2C1c2c(c(COC(=O)C(Cc3ccccc3)NC(=O)OC(C)(C)C)c3c(c2OC)OCO3)CCN1C (stereo unspecified)	100	88	97	95	96	107	104	101	98
C=C1C(=O)O[C@@H]2C[C@@H](C)CCC(=O)[C@](C)(OC(C)=O)C[C@H](OC(=O)/C(C)=C\C)[C@@H]12	52	12	71	104	102	29	61	97	46
COc1ccc(N=C2C(=Nc3ccc(OC)cc3)N(c3ccc(N(C)C)cc3)C(=S)N2c2ccc(OC)cc2)cc1	84	85	91	104	90	109	74	85	95
O=C(/C=C/c1ccccc1Cl)c1ccccc1	98	79	103	94	98	101	93	107	99
O=C(O)C(CO)(c1ccccc1)c1ccccc1	101	96	103	91	105	.	104	110	109
CC(Oc1ccc(Cl)cc1Cl)C(=O)NC(Cc1ccccc1)C(=O)O (stereo unspecified)	118	.	103	118	85	106	131	112	104
COc1cc2nnc3c4ncccc4c(C#N)n3c2cc1OC	110	.	103	104	104	106	96	104	108
CC(C)(C)CC(C)(C)c1ccc(O)c(Cc2ccc(Cl)cc2Cl)c1	-92*	-85*	-86*	-84*	-90*	-71*	-79*	-68*	-85*
O=C(CSC1=Nc2c(c(-c3ccccc3)c(-c3ccccc3)n2C2CCCCC2)C2=NCCN12)c1ccccc1	98	86	93	83	93	112	99	85	87
NC(=O)N/N=C/C=C/c1ccccc1	90	86	106	114	89	107	104	103	97
O=C1c2ccccc2C(=O)c2c(N=Nc3[nH]c(=S)[nH]c3O)cccc21	9.9*	-6.3*	42	28	40	19	23	7.3*	18
CC(=O)c1ccc(NC(=O)NCn2c(=O)[nH]c3ccccc3c2=O)cc1	105	90	103	87	94	109	101	112	101
COc1ccc(-c2c3c(nn2-c2ccc(N)cc2)CCc2cnoc2-3)cc1	90	82	87	91	101	.	79	87	94
O=C1Cc2cc(-c3ccc4ncnc(N5CCc6cc(F)c(Cl)cc65)c4c3)cnc2N1	95	81	79	76	65	104	96	91	79
CN(C)CCCOC(=O)c1cc2ccccc2s1	100	95	.	107	.	105	100	104	107
COc1cc(OC)cc(-c2n/c(=C\c3c(O)[nH]c4ccc(Cl)cc34)cc3c2=Nc2ccccc2-3)c1	16	61	34	84	93	90	84	43	-1.4*
CC(C)CCC[C@@H](C)[C@H]1CC[C@H]2[C@@H]3CC=C4C[C@@H](OS(=O)(=O)O)CC[C@]4(C)[C@H]3CC[C@]12C	129	101	104	93	98	128	103	124	119
NS(=O)(=O)c1ccc(NS(=O)(=O)c2c(O)c3cc(Cl)ccc3oc2=O)cc1	102	89	96	92	99	113	96	103	96
CC1=NN(C)C(=O)C1	111	.	104	105	118	113	101	106	100

The list continues:
SMILES	HT29	NCI-H522	NCI-H23	NCI-H226	NCI-H322M	COLO 205	HCT-15	NCI-H460	SW-620
Cn1cc(-c2noc(-c3cn(C)c4ncc(Br)cc34)n2)c2cc(Cl)ccc21	67	63	75	88	47	66	88	26	40
Cc1cnc(C(=O)NNc2nc3sc4c(c3c(=O)[nH]2)C(C)CCC4)cn1 (stereo unspecified)	28	26	23	-8.7*	25	11	26	5.0*	35
COc1ccc(-c2nc(SCCC(C)C)nc(NCCO)c2C#N)cc1	69	86	87	84	94	90	73	106	104
OCCN(Cc1cc(C2CCCCC2)ccc1O)Cc1cc(C2CCCCC2)ccc1O	90	84	89	88	74	64	42	56	71
CC/C(C)=N/Nc1nc(C)cc(=O)[nH]1	103	110	104	105	111	131	111	117	110
COc1ccc(NS(=O)(=O)c2ccc(N)cc2)nn1	111	104	100	104	103	103	100	106	97
O=C1COCCN1c1ccc(NS(=O)(=O)c2ccc(-c3cnc(C4CC4)o3)cc2)cc1	101	86	93	91	94	109	96	103	99
Cc1ccc(C(O)(c2nc3ccccc3s2)c2nc3ccccc3s2)cc1	105	94	101	107	105	99	105	104	101
COc1ccc(C2C=C(C(=O)O)Nc3nc(SC)n(C)c(=O)c32)cc1 (stereo unspecified)	97	91	91	114	106	127	110	104	98
CSc1nn(-c2ccccc2)c2ncnc(Oc3ccccc3)c12	87	73	101	91	89	118	93	103	104
CC1(C)CC(=O)C2=C(C1)N(c1ccc(OC(F)(F)F)cc1)C(N)=C(C#N)C2c1cc(Br)ccc1F (stereo unspecified)	77	83	100	84	96	103	79	94	94
Cc1cc(O)c(/C=N/C(=S)NCCc2ccccc2)c(=O)o1	113	107	95	100	110	108	103	106	105
COc1ccc(-c2cc(-c3nnc(SCC(=O)c4ccccc4)n3-c3ccccc3)c3ccccc3n2)cc1	98	.	80	94	94	100	96	106	104
Fc1cnc2[nH]cc(-c3csc(-c4c[nH]c5ncccc45)n3)c2c1	100	68	81	80	66	.	70	67	89
Clc1cccc(Cn2cc(CSc3nc4ccccc4o3)nn2)c1	97	79	102	99	78	111	101	113	105
O=C(CN1C(=O)/C(=C/c2ccccc2)SC1=S)N1CCOCC1	112	68	.	105	92	116	88	105	87
N#Cc1ccc(C(=O)Nc2nc3ccc(OC(F)(F)F)cc3o2)cc1	101	.	102	110	.	136	106	107	111
CO[C@H](C(=O)[C@@H](O)[C@@H](C)O)[C@@H]1Cc2cc3cc(O[C@H]4C[C@@H](O[C@H]5C[C@@H](O)[C@H](O)C(C)O5)[C@H](O)C(C)O4)c(C)c(O)c3c(O)c2C(=O)[C@H]1O[C@H]1C[C@@H](O[C@H]2C[C@@H](O[C@H]3C[C@@H](OC)[C@H](O)C(C)O3)[C@@H](O)C(C)O2)C(O)(O)C(C)O1 (stereo partly specified)	-0.6*	-20*	7.4*	-21*	9.7*	-80*	34	9.9*	22
COC(=O)Cc1[nH]cnc1C(N)=O	101	97	105	92	109	111	109	110	99
Cc1cc2c(n1C)CSc1cc(S(=O)(=O)c3ccccc3)c(=O)[nH]c1-2	95[100 µM]	64[100 µM]	78[100 µM]	96[100 µM]	61[100 µM]	83[100 µM]	106[100 µM]	43[100 µM]	104[100 µM]
COc1cccc(-c2nn(-c3ccccc3)cc2-c2ccnc(N3CCN(C(=O)c4ccccc4)CC3)c2)c1	87	77	.	109	105	98	40	82	72

Entries above that contain a cyano group, in the order listed:
SMILES	HT29	NCI-H522	NCI-H23	NCI-H226	NCI-H322M	COLO 205	HCT-15	NCI-H460	SW-620
COc1cc2c(cc1OCCCN1CCN(C(=S)SCCC(C#N)(c3ccccc3)c3ccccc3)CC1)N=C[C@@H]1CCCN1C2=O	-89*	-48*	-47*	-56*	-62*	-69*	-90*	-80*	-100*
CC1(C)CC(=O)C2=C(C1)N(c1sc3c(c1C#N)CCCC3)c1nc(N)c(C#N)c(N)c1C2c1cccc(Br)c1 (stereo unspecified)	94	91	99	98	101	102	98	101	100
CCN(CC)c1nc(SCC(=O)Nc2nc3ccc(C)cc3s2)nc(-c2ccccc2)c1C#N	80	83	103	86	89	102	84	99	98
COc1cc2nnc3c4ncccc4c(C#N)n3c2cc1OC	110	.	103	104	104	106	96	104	108
COc1ccc(-c2nc(SCCC(C)C)nc(NCCO)c2C#N)cc1	69	86	87	84	94	90	73	106	104
CC1(C)CC(=O)C2=C(C1)N(c1ccc(OC(F)(F)F)cc1)C(N)=C(C#N)C2c1cc(Br)ccc1F (stereo unspecified)	77	83	100	84	96	103	79	94	94
N#Cc1ccc(C(=O)Nc2nc3ccc(OC(F)(F)F)cc3o2)cc1	101	.	102	110	.	136	106	107	111
